Screening results as filed in PubChem.
All columns: NCI-60 one-dose screen, growth in % after 48 h at 10 µM unless noted; 100 = growth as untreated, 0 = no growth, -100 = all killed.
NCI-H226: NCI-H226 lung cancer | 3.5% of 79,000 active | AID 1794732
NCI-H522: NCI-H522 lung cancer | 8% of 78,000 active | AID 1794739
NCI-H460: NCI-H460 lung cancer; 6.8% of 82,000 active
NCI-H322M: NCI-H322M lung cancer. 2.7% of 80,000 active. AID 1794733
NCI-H23: NCI-H23 lung cancer. 4% of 80,000 active
A498: A498 renal cancer cells; 5.4% of 76,000 active; AID 1794774
HT29: HT29 colon cancer; 7.4% of 81,000 active; AID 1794748
RXF 393: RXF 393 renal cancer cells. 6.9% of 77,000 active
COLO 205: COLO 205 colon cancer | 7.3% of 79,000 active | AID 1794742
Active calls of the source: *; . = no result given; & = joins results of further samples; [ ] = another dose, or the depositor's remark. How the source made its calls: active means growth percent below 10; inactive means the rest.

The line under a structure holds: NCI-H226, NCI-H522, NCI-H460, NCI-H322M, NCI-H23, A498, HT29, RXF 393, COLO 205
> CCN(CC)CCCC(C)Nc1c2ccc(C)cc2nc2ccc(OC)cc12 (stereo unspecified)
  42.4, 51.1, -44.3*, 10.9, 41.8, 70.2, -26.1*, 23.7, -40.4*
> Cc1nnc2n1N=C(c1ccccc1)CS2
  95.1, 99.9, 103.5, 91.6, 103.3, 106.0, 111.9, 108.8, 113.5
> Nc1ccc(Sc2ccc3c4c2cccc4c(=O)n2c4ccccc4nc32)cc1
  40.6, 60.0, 9.5*, 61.8, 37.5, 58.8, 66.7, 72.6, 50.8
> C#CCOc1ccccc1C(OC(=O)c1ccc2ccccc2c1)C(=O)NC(C)(C)C(C)(C)C (stereo unspecified)
  96.1, 92.1, 106.3, 97.2, 102.3, 94.3, 105.2, 111.0, 108.4
> CCOC(=O)C1=C(O)C(=O)N(Cc2ccccc2)C1
  108.4, 92.8, 106.6, 100.0, 99.2, 105.0, 102.4, 116.4, 109.3
> NC(=O)c1ccccc1OCC(=O)Nc1ccc(Cl)c(Cl)c1
  96.3, 83.1, 100.5, 96.8, 103.6, 93.7, 113.1, 104.4, 104.6
> O=S1(=O)N(Cc2ccccc2)[C@@H](Cc2ccccc2)[C@H](O)[C@H](O)[C@H](Cc2ccccc2)N1Cc1ccccc1
  ., 9.2*, -44.8*, 12.6, 1.3*, 18.5, 7.0*, -40.8*, -0.3*
> Clc1ccc(C2=Nn3c(N/N=C/c4ccc(OCc5ccccc5)cc4)nnc3SC2)cc1
  94.4, 79.9, 100.2, 107.4, 101.3, 108.0, 102.5, 79.0, 101.5
> C=C1N(C)c2ccc(Cl)cc2C1(C)C
  67.6, 23.7, 39.4, 84.2, 52.0, 84.1, 35.7, ., 23.7
> CN1CCN(C(=O)[C@@]2(C)CC[C@]3(C)CC[C@]4(C)C(=CC(=O)[C@@H]5[C@@]6(C)CCCNC(C)(C)[C@@H]6CC[C@]54C)[C@@H]3C2)CC1
  101.7, 100.5, 104.0, 100.7, 94.7, 102.5, 53.2, 96.4, 80.5
> O=C(C[n+]1cccc2cc[nH]c21)c1ccc(Br)cc1
  83.3, 85.8, 98.8, 88.4, 84.3, 90.4, 77.5, 91.3, 101.1
> Cc1c(C(=O)N=Nc2c(O)n(C)c3ccccc23)oc2ccccc12
  ., 92.1, 100.1, 98.8, 95.3, ., 103.3, 94.8, 121.2
> CCOc1ccc(OCC)c(NC(=O)CC(C)=O)c1
  95.1, 94.9, 113.5, 98.1, 100.0, 105.9, 107.6, 111.1, 107.7
> N#C/C(=C\c1c(F)c(F)c(F)c(F)c1F)c1cc2ccccc2[nH]1
  ., ., 100.5, 104.0, 96.0, 91.1, 113.0, 95.7, 111.5
> Cc1ccc(N=Nc2sc(=O)[nH]c2S)cc1
  98.3, 85.0, 102.5, 103.0, 101.3, 118.8, 99.9, 114.4, 113.3

Arranged by formula weight (falling): part of the list above.
The line under a structure holds: NCI-H226, NCI-H522, NCI-H460, NCI-H322M, NCI-H23, A498, HT29, RXF 393, COLO 205
> O=S1(=O)N(Cc2ccccc2)[C@@H](Cc2ccccc2)[C@H](O)[C@H](O)[C@H](Cc2ccccc2)N1Cc1ccccc1
  ., 9.2*, -44.8*, 12.6, 1.3*, 18.5, 7.0*, -40.8*, -0.3*
> N#C/C(=C\c1c(F)c(F)c(F)c(F)c1F)c1cc2ccccc2[nH]1
  ., ., 100.5, 104.0, 96.0, 91.1, 113.0, 95.7, 111.5
> Cc1nnc2n1N=C(c1ccccc1)CS2
  95.1, 99.9, 103.5, 91.6, 103.3, 106.0, 111.9, 108.8, 113.5

Further compounds:
The line under a structure holds: NCI-H226, NCI-H522, NCI-H460, NCI-H322M, NCI-H23, A498, HT29, RXF 393, COLO 205
> Cc1ccc(Nc2nc(SCCC(C)C)nc(-c3ccc(F)cc3)c2C#N)cc1
  75.5, 69.1, 100.1, 84.0, 75.6, 58.6, 114.7, 70.8, 118.7
> COc1cc(/C=C/c2cc(/C=C/c3ccc(O)c(OC)c3)n(C(=O)c3ccc(Cl)cc3)n2)ccc1O
  48.4, ., 4.9*, 28.5, 21.8, 7.5*, ., 15.3, 98.7
> O=C(Nc1cccc(Cl)c1)Nc1ccccc1Cl
  108.4, 42.6, 86.0, 99.8, 73.1, 63.4, 80.8, 117.1, 120.6
> O=C(CCCCn1cnc2c(=S)nc[nH]c21)Nc1ccc(C(=O)O)cc1
  ., 109.8, 109.3, 114.5, 101.3, 86.6, 109.4, 120.6, 91.9
> N#Cc1cc([N+](=O)[O-])ccc1NC(=O)/C(=N/N)C(C(=O)c1ccc(Cl)c(Cl)c1)C1OC(=O)c2ccccc21 (stereo unspecified)
  78.3, 63.4, 91.6, 101.9, 84.4, 84.0, 90.3, 108.5, .
> COc1cc(C2CC(c3ccc(Cl)cc3)=NN2C=O)ccc1Oc1ccnc2cc(Cl)ccc12 (stereo unspecified)
  51.4, 47.2, 65.2, 88.2, 65.2, 62.6, 58.0, 64.2, 94.5
> Cc1ccc(-c2nc3nc(-c4ccc(Cl)cc4)nc(N4CCCNCC4)c3o2)cc1
  110.8, 62.2, -81.6*, 17.4, 96.4, 95.2, -82.4*, 80.2, -66.4*
> CC(=O)N[C@H]1CCC[C@H](NC(C)=O)C1
  106.7, 92.9, 114.4, 101.1, 102.4, ., 89.9, 115.7, 111.1
> S=c1[nH]c2nc(Cl)c(Cl)nc2[nH]1
  ., 100.7, 107.5, 127.1, 103.9, 78.3, 102.8, 101.2, 101.6
> CC[C@]12C=CCN3CC[C@@]4(c5ccc(OC)cc5N(C)[C@H]4[C@@](O)(C(=O)OC)[C@@H]1OC(=O)CCC(=O)N[C@H](Cc1c[nH]c4ccccc14)C(=O)OC)[C@@H]32
  -37.2*[100 µM], -16.2*[100 µM], -65.7*[100 µM], -53.9*[100 µM], -28.0*[100 µM], -49.9*[100 µM], 5.2*[100 µM], -60.6*[100 µM], 0.4*[100 µM]
> COc1ccc(C2CC(c3c(O)cc(C)c(Cl)c3C)=NN2c2ccc(S(N)(=O)=O)cc2)cc1 (stereo unspecified)
  98.7, 71.5, 62.0, 85.1, 107.5, 93.2, 109.4, 110.5, 101.5
> CCN1C(=S)N(c2ccccc2)C2N=C(SC)N(/N=C/C=C/c3ccccc3OC)C21 (stereo unspecified)
  108.6, 101.8, 99.9, 114.7, ., 114.9, 118.9, 107.6, 125.0
> CC(C)[C@@]12C[C@@H](OC(=O)[C@H]3CO3)[C@@](C)(O1)[C@@H]1CC[C@@H](C)[C@H]1[C@@H]2OC(=O)/C=C/c1ccccc1
  54.1, 72.2, 89.8, 85.4, 88.4, -61.1*, 84.3, 59.6, 108.6
> O=C(c1ccc(Cl)cc1)C1[C@H](c2ccccc2Cl)[C@@H](c2ccccc2)NC12C(=O)Nc1ccccc12 (stereo partly specified)
  -67.5*, -30.9*, -57.2*, 12.5, -50.2*, -29.0*, -71.7*, -80.8*, -87.8*
> CCOc1ccc(NC(=O)CSc2oc(-c3ccccc3)nc2S(=O)(=O)c2ccc(F)cc2)cc1
  80.2, 67.8, 53.9, 75.5, 65.8, 63.7, 73.7, 77.6, 93.2

Continued, overlapping the part above by 2 compounds.
The line under a structure holds: NCI-H226, NCI-H522, NCI-H460, NCI-H322M, NCI-H23, A498, HT29, RXF 393, COLO 205
> O=C(c1ccc(Cl)cc1)C1[C@H](c2ccccc2Cl)[C@@H](c2ccccc2)NC12C(=O)Nc1ccccc12 (stereo partly specified)
  -67.5*, -30.9*, -57.2*, 12.5, -50.2*, -29.0*, -71.7*, -80.8*, -87.8*
> CCOc1ccc(NC(=O)CSc2oc(-c3ccccc3)nc2S(=O)(=O)c2ccc(F)cc2)cc1
  80.2, 67.8, 53.9, 75.5, 65.8, 63.7, 73.7, 77.6, 93.2
> COc1ccc(C2CC(c3cccc(OCCCCOc4cccc(C5=NOC(c6ccc(OC)cc6)C5)c4)c3)=NO2)cc1 (stereo unspecified)
  100.2, 86.4, 102.5, 94.7, 103.3, 110.5, 69.8, 114.3, 100.5
> Cc1cc(C)cc(N2C(=O)C=CC2=O)c1
  89.2&103.0, 74.9&95.8, 115.8&109.3, 94.6&107.0, 102.7&99.1, 106.5, 102.0&102.5, 102.9&113.0, 35.7&84.2
> C=CCOc1ccc(/C=N/NC(N)=S)cc1
  ., 61.5, 106.2, 99.2, 92.2, 108.0, 85.2, 89.2, 112.2
> CC(=O)OC1CCC2(C)C(CCC3C2CC(OC(C)=O)C2(C)C(/C(C)=C/C=C(c4ccccc4)c4ccccc4)CCC32)C1 (stereo unspecified)
  95.9, ., 101.6, 96.4, 103.5, 100.1, 102.1, 102.1, 106.0
> COc1cc(/C=C/C(=O)N2CCN(C(=O)/C=C/c3ccc(C(F)(F)F)cc3)CC2)cc(OC)c1OC
  91.9, 70.7, 101.5, 107.9, 91.0, ., 95.1, 93.5, 100.9
> Cc1ccc(C)c(CN(C)C)c1O
  97.6, 111.0, 102.3, 108.3, 102.4, 94.2, 114.6, 107.4, 113.1
> CC(=O)N1CCC[C@]2(C)[C@H]3CC=C4[C@@H]5CC(C)(C)CC[C@]5(C(=O)N5CCN(C)CC5)CC[C@@]4(C)[C@]3(C)CC[C@H]2C1(C)C
  96.7, 92.5, 98.0, 103.5, 89.5, 89.2, 80.8, 97.3, 90.8
> O=c1cn[nH]c2ccc(Br)cc12
  100.5, 91.3, 108.5, ., 97.6, ., 95.7, 95.3, 109.0
> CCC(C)C(C(=O)O)N1C(=O)CSC1=S (stereo unspecified)
  101.0, 90.2, 104.2, 101.4, 98.4, 92.4, 102.9, 116.4, 108.4
> COc1cc(Nc2ncc(NC(=O)Nc3c(Cl)cccc3Cl)c(Oc3ccc(C)cc3OC)n2)cc(OC)c1
  91.9, 97.0, 101.1, 104.2, 83.8, 99.6, 103.5, 100.3, 107.5
> Cc1cccc(NC(=O)Nc2ccc(Oc3ncnc4sc5c(c34)CCCC5)cc2)c1
  73.2, 16.1, 65.2, 91.3, 72.4, 68.3, 65.7, 79.0, .
> O=C(O)c1ccoc1
  114.6, 107.4, 110.4, 106.9, 91.9, 91.1, ., 121.1, 101.6
> O=C1N/C(=N\c2nccs2)S/C1=C\C=C/c1ccccc1
  81.5, 19.8, 26.4, 30.4, 55.8, 57.2, 25.5, 88.6, 33.2
> COc1ccc(C(=O)/C=C/c2ccc(Oc3ccc(Br)cc3)cc2)cc1OC
  96.4, 77.6, 100.4, 90.3, 98.6, 103.7, 103.3, 101.8, 92.4
> CC(=O)OC1=C2C(CC3C4CC=C5CC(OC(C)=O)CCC5(C)C4CCC23C)C(C#N)(C#N)C(C#N)(C#N)C1 (stereo unspecified)
  95.2, 73.1, 105.9, 106.6, 110.9, 100.4, 78.1, 79.8, 92.5
> NS(=O)(=O)c1ccc(CCn2c(SCC(=O)Nc3ccc(Cl)cc3)nc3ccccc3c2=O)cc1
  107.1, 59.7, 75.4, 72.4, 78.4, 90.8, 73.2, 79.6, 101.6
> CCCCCCC1CCN(CC(=O)c2ccccc2)CC1
  91.9, 98.9, 100.6, 96.8, 90.5, 92.9, 65.0, 85.1, 87.2
> O=S(=O)(Nc1ccc(Cl)nn1)c1ccc(NC2=NC3C=CC=CC3S2)cc1 (stereo unspecified)
  90.7, 82.6, 100.7, 100.3, 85.9, 108.5, 105.5, 129.5, 115.9
> Fc1ccc(-c2nn(-c3ccccc3)cc2-c2nc3ccccc3s2)cc1
  96.4, 101.0, 99.0, 112.0, 76.7, 96.2, 95.6, 110.8, 112.6
> O/N=C1/CCCCC/C1=N/O
  109.8, 101.8, 106.0, 106.9, 103.5, 111.4, 106.8, 122.7, 104.2
> O=S(=O)(NCCNc1nccc(-n2cnc3ccccc32)n1)c1ccc(Br)cc1
  76.5, 87.2, 100.6, 107.0, 97.3, 76.3, 97.2, 101.0, 107.0
> CC(=NC1CCCCC1)c1ccc(O)cc1O
  100.7, 124.2, 106.4, ., 102.4, 94.5, 106.4, 104.7, 113.0
> CC(CN1c2ccccc2Sc2ccccc21)N(C)C (stereo unspecified)
  100.4&112.6, 84.5&96.0, 103.8&101.6, 109.0, 90.3&95.8, 110.6&109.2, 91.3&87.0, 103.1&64.5, 88.7&82.4
> Cc1cc([N+](=O)[O-])cc(C)c1OC(=O)Nc1c(Cl)cccc1Cl
  96.6, 90.3, 127.4, 96.1, 108.5, 129.2, 106.7, 116.5, 122.7
> COc1ccc([N+](=O)[O-])cc1F
  104.6, 96.9, 103.1, 105.9, 103.1, 100.6, 105.4, 110.6, 103.9
> O=C(CN1CCCCC1)Nc1ccc(S(=O)(=O)c2ccc(NC(=O)CN3CCCCC3)cc2)cc1
  109.2, ., 103.7, 113.1, 89.8, ., 80.4, 93.7, 80.4
> Nc1nnc(CCC(=O)Nc2nnc(-c3ccccc3)s2)s1
  104.1, 84.0, 102.0, 105.4, 98.3, 102.0, 94.6, 118.3, 109.8
> O=c1[nH]nc(-c2ccccc2NCc2ccccc2)c(=O)[nH]1
  ., ., 104.9, 97.3, 95.3, 87.2, 111.4, 107.9, 122.8
